Assay outcomes: PubChem, PCMD
CatB inh: human cathepsin B inhibitors, primary screen, biochemical, fluorogenic substrate; purified cathepsin B, fluorescence; inhibition, %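 (tested at 10 µM)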; 0.1% of 63,000 active; in the data active = inhibition above about 21%;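 note: 0% = enzyme with no compound and 100% = no enzyme blank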
E coli RNAP: E. coli RNAP inhibitors, biochemical. DNA-directed RNA polymerase subunit beta (Escherichia coli (strain K12)), P0A8V2. E. coli RNA polymerase, fluorescence transcription assay. inhibition, %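 (tested at 10 µM)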. 0.2% of 62,000 active. AID 559, 2006; in the data active = inhibition above about 20%;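 note: 0% = enzyme without compound and 100% = no enzyme blank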
CatB mix inh: cathepsin B inhibitors from pooled compounds, primary screen, biochemical, compound mixtures, AMC fluorescence | 0.06% of 62,000 active | inhibition, %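 (ten-compound pools at 5 µM per compound and 50 µM total)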 | P07858 | Purified cathepsin B, AMC dipeptide fluorescence; in the data active = inhibition above about 22%, passing the limit was not always enough;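 note: 0% = enzyme without compound and 100% = no enzyme blank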
CatS block: inhibitors of human cathepsin S, biochemical, compound mixtures; AID 501, 2006; inhibition, %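 (tested at 5 µM per compound within 10-compound mixtures)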; 0.06% of 62,000 active; recombinant cathepsin S, AMC dipeptide fluorescence, pooled mixtures; P25774; in the data active = inhibition above about 32%, passing the limit was not always enough;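 note: 0% = enzyme without compound and 100% = blank without enzyme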
Target sequence (P25774 115-331 limits assumed): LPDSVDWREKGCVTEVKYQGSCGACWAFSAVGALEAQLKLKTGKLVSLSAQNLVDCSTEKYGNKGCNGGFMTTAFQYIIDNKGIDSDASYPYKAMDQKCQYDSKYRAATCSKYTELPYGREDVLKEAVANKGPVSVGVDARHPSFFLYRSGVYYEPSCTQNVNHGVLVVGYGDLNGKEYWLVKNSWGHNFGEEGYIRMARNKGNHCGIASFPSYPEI
Cathepsin G inh: human cathepsin G inhibitors, primary screen, biochemical, pooled compound mixtures, AMC fluorescence; P08311; purified enzyme, AMC-tetrapeptide fluorescence; inhibition, % at 5 µM (by protocol); 0.2% of 62,000 active; AID 581, 2007;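 active = inhibition above 20% in each of the two mixture wells holding the compound; inactive = inhibition of 20% or less in either well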;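 note: 0% = enzyme control without mixture and 100% = blank lacking enzyme; strong numbers were not always called active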
Target sequence (P08311 21-244 limits assumed): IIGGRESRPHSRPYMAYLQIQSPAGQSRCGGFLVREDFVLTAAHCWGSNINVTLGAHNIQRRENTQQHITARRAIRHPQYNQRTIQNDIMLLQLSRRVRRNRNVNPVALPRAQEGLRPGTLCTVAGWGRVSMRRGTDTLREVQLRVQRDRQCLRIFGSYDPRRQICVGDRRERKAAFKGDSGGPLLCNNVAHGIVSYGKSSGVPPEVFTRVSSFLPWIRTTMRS
C1s block: complement C1s protease inhibitors, primary screen, biochemical, 10-compound mixtures. AID 538, 2006. mean inhibition % of two 10-compound mixtures (stronger effect = higher value), % at 5 µM (by protocol). purified C1s, fluorogenic AMC substrate, pooled mixtures. 0.16% of 62,000 active. Complement C1s subcomponent (Homo sapiens), P09871;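 active = inhibition above 20% in each of the two 10-compound mixture wells holding the compound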;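 note: 0% = enzyme wells lacking compound mixture and 100% = no-enzyme blank wells; some compounds called inactive have numbers as strong as hits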
FXIa mix inh: FXIa protease inhibitors in compound pools, primary screen, biochemical, 10-compound mixtures; purified FXIa, fluorogenic substrate, pooled mixtures; Coagulation factor XI (Homo sapiens), P03951; 0.19% of 62,000 active; inhibition, % at 5 µM; in the data active = inhibition above about 20%, passing the limit was not always enough;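 note: each value is inhibition by a whole ten-compound pool holding the compound; 0% = enzyme with no mixture and 100% = wells lacking enzyme; strong numbers were not always called active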
Target sequence (P03951 19-387 limits assumed): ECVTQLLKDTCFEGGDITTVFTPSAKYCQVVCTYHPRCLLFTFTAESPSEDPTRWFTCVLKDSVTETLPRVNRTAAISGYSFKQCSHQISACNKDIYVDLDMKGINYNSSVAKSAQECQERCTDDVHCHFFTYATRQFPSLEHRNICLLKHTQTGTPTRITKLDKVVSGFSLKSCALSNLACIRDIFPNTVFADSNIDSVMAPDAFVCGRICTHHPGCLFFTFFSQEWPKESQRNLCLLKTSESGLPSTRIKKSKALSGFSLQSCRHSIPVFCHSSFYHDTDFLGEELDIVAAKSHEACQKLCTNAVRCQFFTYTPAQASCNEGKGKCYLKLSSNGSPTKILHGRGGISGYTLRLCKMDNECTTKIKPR
Target sequence (P03951 388-625 limits assumed): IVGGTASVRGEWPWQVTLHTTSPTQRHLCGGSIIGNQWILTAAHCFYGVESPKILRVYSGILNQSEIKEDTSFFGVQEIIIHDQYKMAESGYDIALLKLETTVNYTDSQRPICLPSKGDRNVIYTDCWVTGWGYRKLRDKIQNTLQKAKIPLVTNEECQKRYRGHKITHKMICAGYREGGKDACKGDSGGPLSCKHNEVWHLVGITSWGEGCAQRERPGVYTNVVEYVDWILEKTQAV
CatL inh: inhibitors of human cathepsin L, biochemical; Procathepsin L (Homo sapiens), P07711; purified cathepsin L, fluorogenic substrate, fluorescence; inhibition, %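 (tested at 10 µM)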; 0.17% of 58,000 active; AID 460, 2006; in the data active = inhibition above about 45%;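 note: 0% = enzyme with no compound and 100% = no enzyme blank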
AP complement: alternative complement pathway inhibitors, primary screen, biochemical, ELISA, human serum, orthogonally pooled compounds. 0.08% of 62,000 active. inhibition, % at 5 µM. AID 1235, 2008. LPS-coated ELISA, C3 deposition; tested in compound mixtures;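 active = inhibition above 30% in each of the two pooled mixtures holding the compound, so the lower value exceeds 30%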;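 note: 0% = serum in Mg-EGTA without compound and 100% = EDTA serum blank; some compounds past the cut are filed as inactive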
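Assay system: Human serum alternative complement pathway, C3 deposition on LPS-coated wells | Incubation: 1 h serum-compound exposure at 37 °C | Doses: 5 µM per compound in ten-compound mixtures | Read-out: Percent inhibition | Technique: ELISA with HRP anti-human C3 antibody, TMB substrate, absorbance 450 nm | Replication: Two pool placements per compound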
* = called active by the depositor; i = inactive; / = not tested or not shown. The list is partial, so the mix of outcomes need not match the whole.

SMILES	CatB inh	E coli RNAP	CatB mix inh	CatS block	Cathepsin G inh	C1s block	FXIa mix inh	CatL inh	AP complement
Cc1c(Br)c(C(F)(F)F)nn1CC(=O)N1CCCC1	1	-2	-5	-2	-2	-7	3	12	2
Nc1nc(NC(=O)c2ccco2)nn1-c1ccccc1	5	6	-2	1	9	3	2	/	0
O=C(COC(=O)c1ccccc1Oc1ccccc1)NC1CCS(=O)(=O)C1 (centres undefined)	6	2	3	24	-11	-27	-6	24	-11
Cc1cc(Oc2ccccc2)nc(-c2ccccc2)n1	/	2	2	23	0	-22	-1	-1	-8
O=C(Nc1ccc2c(c1)OCO2)N1CCN(c2cccc(C(F)(F)F)c2)CC1	/	/	-1	0	6	-1	2	/	19
CCOc1ccc(C2CC(c3ccc(CC)cc3)Nc3nc(N)nn32)cc1 (centres undefined)	-2	-2	-2	3	-2	-14	6	3	12
Cc1ccc2cc(C(c3nnnn3C3CCCC3)N3CCN(c4ccccc4)CC3)c(=O)[nH]c2c1 (centres undefined)	-1	4	0	2	3	-5	6	-1	12
CC(C)N(C(=O)CN(C#N)c1nc(N(C)C)nc(N(C)C)n1)c1ccccc1	-3	3	3	-4	-1	-31	6	2	12
CCOC(=O)CSc1nc2sc3c(c2c(=O)[nH]1)CCCC3	2	7	2	-2	10	13	7	-2	14
CCN1C(=O)/C(=C/N(C)c2ccccc2)OC1=S	-4	4	2	-6	3	2	6	7	7
CCOC(=O)CN(C(=O)CSc1nnc(-c2cccc(OC)c2)o1)c1ccc(F)cc1	1	5	6	9	9	18	3	13	10
CCOC(=O)N1CCC(N2Cc3cccc(C(=O)N4CC(C)CC(C)C4)c3C2=O)CC1 (centres undefined)	1	5	2	1	28	3	4	8	16
Cc1c(Cc2ccccc2)c(=O)oc2cc(OCc3nn[nH]n3)ccc12	1	-11	1	9	-15	-25	7	-27	-13
Cc1cccc(-c2c3c(=O)n(C)c(=O)n(C)c3cn2C(C)(C)C)c1	3	2	-4	-5	1	-26	-3	18	18
O=C(NCc1ccc(Cl)cc1)c1noc2c1CCCC2	-2	6	2	-5	8	-3	0	-1	9
Cc1noc(NS(=O)(=O)c2ccc(NC(=O)CCC3CCCCC3)cc2)c1C	1	3	-8	0	-1	-57	0	-5	12
COc1cc(S(=O)(=O)Nc2ccccc2C)ccc1Cl	1	4	5	-3	13	8	6	-7	15
CC1(C)Cc2c(c(-c3ccco3)[nH]c(=O)c2C#N)CO1	8	3	4	7	-8	-26	6	2	-3
CSc1nsc(SCCN2C(=O)c3ccccc3C2=O)n1	6	3	6	-3	5	-11	5	2	20
Cc1cccn2c(N)c(-c3ccccc3)nc12	-4	0	-5	-7	10	-4	8	-90	3
CCOC(=O)N1CCN(CCC(=O)Nc2cccc(Br)c2)CC1	3	12	1	10	8	11	4	8	-4
CNC(=O)CN(C#N)c1nc(N(C)C)nc(N(C)C)n1	0	3	2	17	1	-6	-1	1	-7
CC(C)Cn1c(SCC(=O)NC(=O)NC2CCCC2)nc2ccccc21	-3	6	6	4	1	2	6	1	12
CCOc1c(C(N)=O)c(-c2ccccc2)c2c(=O)[nH]c3ccccc3n12	-2	6	1	0	4	-29	2	-12	0
Cc1cc(C)cc(-n2c(=O)c3sccc3n(CC(=O)NCc3ccco3)c2=O)c1	7	-1	5	-4	9	7	0	8	13
O=C(COC(=O)c1ccc[nH]c1=O)c1ccc(Cl)s1	-3	0	-5	-4	-8	-19	1	/	-6
COC(=O)c1c(NC(=O)c2nc3ccccc3s2)sc2c1CCN(C(C)=O)C2	9	-1	6	33	-9	-43	-1	16	-5
CCC1CCCCN1CCCNC(=O)CC1Oc2ccccc2NC1=O (centres undefined)	0	4	-1	-1	9	16	7	/	5
C=CCn1c(O)c(C(CC)=NCc2cccnc2)c(=O)[nH]c1=O	-2	6	1	4	0	8	2	6	-1
O=C(COc1ccc(Cl)cc1Cl)Nc1ccc2nc3n(c(=O)c2c1)CCCC3	2	-1	-13	-26	-16	-156	-29	-4	23
Cc1ccccc1-n1nnnc1SCc1csc(-c2ccccc2)n1	1	9	1	1	4	-19	-1	2	12
C(=N\n1cnnc1SCc1ccccc1)/c1ccco1	1	5	3	-8	15	-15	-4	/	-1
Cc1oc(-c2ccccc2F)nc1CN1CCC(C(=O)NCCC2=CCCCC2)CC1	-1	1	0	-6	3	-48	-6	0	15
CCC1CCCCN1Cc1nc2c(c(=O)n(C)c(=O)n2C)n1CC(C)C (centres undefined)	-1	4	-6	4	0	-33	5	6	3
COC(=O)c1c(NC(=O)c2ccco2)sc2c1C(C(=O)OC)CC2 (centres undefined)	7	8	1	-2	9	7	10	/	7
COc1ccc(S(=O)(=O)N(C)CC(=O)Nc2ccc3c(c2)OCCO3)cc1OC	-2	1	-3	6	-2	4	3	35	-18
COc1cccc(NC(=O)C2C3C=CC4(O3)C2C(=O)N(C2CC2)C4C(=O)NC2CCCCC2C)c1 (centres undefined)	1	-4	7	-2	12	19	9	-4	13
Cc1cccc(-n2ncc3c(N(C)Cc4ccccc4)ncnc32)c1	1	0	3	1	5	3	0	-1	24
O=C1CCc2cc(S(=O)(=O)N3CCN(C(=O)c4ccco4)CC3)ccc2N1	7	4	3	-1	5	12	7	-1	23
CCCN(CCC)S(=O)(=O)c1ccc(C(=O)NCc2ccc3c(c2)OCO3)cc1	-3	-2	-4	1	-6	-39	6	3	1
COc1ccc(OCCCN2CCCC(C)C2)cc1 (centres undefined)	6	6	6	2	8	13	7	0	16
CCOC(=O)CC(=O)CSc1ncnc2c1cnn2-c1ccccc1	5	13	3	1	8	14	4	7	2
Cc1ccc(CNC(=O)CSc2n[nH]c(N)n2)cc1	6	3	5	-3	11	18	9	3	1
CCOC(=O)N1CCN(S(=O)(=O)c2ccc(F)c(C(=O)Nc3cc(C)cc(C)c3)c2)CC1	2	2	4	2	-32	3	3	2	-10
COC(=O)c1ccc2c(c1)N(Cc1nc(-c3cccc(C)c3)oc1C)C(=O)C1CCCN21 (centres undefined)	2	7	1	6	-1	-5	4	/	7
CC1(C)CC(=O)c2cc(C(=O)Nn3cnnc3)c(=O)n(-c3ccccc3)c2C1	-2	1	-1	12	1	0	4	23	9
Cc1occc1-c1nnc(SCC(=O)NCc2ccco2)n1CC(C)C	4	8	0	-5	7	4	3	7	7
COc1ccccc1NC(=O)c1cc2ccccc2o/c1=N\O	-1	-4	-2	-3	3	2	11	4	3

13 structures from above, ordered by molecular weight, smallest number first:
SMILES	CatB inh	E coli RNAP	CatB mix inh	CatS block	Cathepsin G inh	C1s block	FXIa mix inh	CatL inh	AP complement
Cc1cccn2c(N)c(-c3ccccc3)nc12	-4	0	-5	-7	10	-4	8	-90	3
CC1(C)Cc2c(c(-c3ccco3)[nH]c(=O)c2C#N)CO1	8	3	4	7	-8	-26	6	2	-3
CCOC(=O)CSc1nc2sc3c(c2c(=O)[nH]1)CCCC3	2	7	2	-2	10	13	7	-2	14
CCC1CCCCN1CCCNC(=O)CC1Oc2ccccc2NC1=O (centres undefined)	0	4	-1	-1	9	16	7	/	5
Cc1occc1-c1nnc(SCC(=O)NCc2ccco2)n1CC(C)C	4	8	0	-5	7	4	3	7	7
CC(C)Cn1c(SCC(=O)NC(=O)NC2CCCC2)nc2ccccc21	-3	6	6	4	1	2	6	1	12
CCOC(=O)N1CCN(CCC(=O)Nc2cccc(Br)c2)CC1	3	12	1	10	8	11	4	8	-4
O=C(Nc1ccc2c(c1)OCO2)N1CCN(c2cccc(C(F)(F)F)c2)CC1	/	/	-1	0	6	-1	2	/	19
Cc1cc(C)cc(-n2c(=O)c3sccc3n(CC(=O)NCc3ccco3)c2=O)c1	7	-1	5	-4	9	7	0	8	13
COc1ccc(S(=O)(=O)N(C)CC(=O)Nc2ccc3c(c2)OCCO3)cc1OC	-2	1	-3	6	-2	4	3	35	-18
Cc1oc(-c2ccccc2F)nc1CN1CCC(C(=O)NCCC2=CCCCC2)CC1	-1	1	0	-6	3	-48	-6	0	15
CCOC(=O)CN(C(=O)CSc1nnc(-c2cccc(OC)c2)o1)c1ccc(F)cc1	1	5	6	9	9	18	3	13	10
CCOC(=O)N1CCN(S(=O)(=O)c2ccc(F)c(C(=O)Nc3cc(C)cc(C)c3)c2)CC1	2	2	4	2	-32	3	3	2	-10

More structures follow:
SMILES	CatB inh	E coli RNAP	CatB mix inh	CatS block	Cathepsin G inh	C1s block	FXIa mix inh	CatL inh	AP complement
CCc1c(C)c2cc(Cl)c(O)c(CN(C)C)c2oc1=O	-35	-192	-34	-78	-58	-429	-78	i	11
CCOC(=O)c1ccc(CS(=O)c2ccc(Cl)cc2)o1 (centres undefined)	6	9	2	13	10	11	1	9	6
Cn1c(=NC(=O)CSCC(=O)N2CCCCC2)sc2ccccc21	-3	12	-1	6	2	-1	0	13	0
COc1ccc(S(=O)(=O)Nc2ccc(S(=O)(=O)N3CCCCC3)cc2)cc1OC	3	7	-9	-6	7	-3	5	1	9
CCOc1ccccc1N1CCN(Cc2cccc(OC)c2OC)CC1	0	4	6	1	1	-6	5	/	8
Cc1cc(C(=O)OCC(=O)c2ccc(Br)s2)c(C)o1	3	5	3	1	12	5	0	14	10
COc1ncnc2c1NC(=O)CS2	1	2	-2	2	3	2	9	-5	12
O=C(Nc1nnc(CCN2CCOCC2)s1)C1CCCCC1	0	5	-6	-11	-5	-112	-19	-2	2
Cc1ccccc1NC(=O)c1ccc(F)c(S(=O)(=O)N2CCN(c3ccccn3)CC2)c1	-5	1	4	-6	-1	3	4	-5	22
CC(C)CCNC(=O)Cn1cc2c(n1)CCCCC2	0	7	2	-3	0	-16	-3	/	-2
O=C(CSc1nnc(COc2ccccc2)n1Cc1ccco1)Nc1ccc2c(c1)OCCO2	1	3	-4	-2	11	6	0	17	9
CN(C1CCCCC1)S(=O)(=O)c1ccc(NC(=O)c2ccc(Br)o2)cc1	2	8	3	2	7	-1	3	9	6

Some of the entries so far, with values ahead of the structure.
| CatB inh | E coli RNAP | CatB mix inh | CatS block | Cathepsin G inh | C1s block | FXIa mix inh | CatL inh | AP complement | compound |
| --- | --- | --- | --- | --- | --- | --- | --- | --- | --- |
| 4 | 8 | 0 | -5 | 7 | 4 | 3 | 7 | 7 | Cc1occc1-c1nnc(SCC(=O)NCc2ccco2)n1CC(C)C |
| 1 | 4 | 5 | -3 | 13 | 8 | 6 | -7 | 15 | COc1cc(S(=O)(=O)Nc2ccccc2C)ccc1Cl |

(further entries)
SMILES	CatB inh	E coli RNAP	CatB mix inh	CatS block	Cathepsin G inh	C1s block	FXIa mix inh	CatL inh	AP complement
Cc1ccccc1NS(=O)(=O)c1ccc2[nH]cc(C(=O)NCCCN3CCOCC3)c(=O)c2c1	3	4	4	-1	9	-8	0	-3	14
CCN(CC)S(=O)(=O)c1cc(C(=O)Oc2ccccc2OC)ccc1OC	0	-1	1	-4	6	13	9	4	12
O=C(NCc1ccco1)c1ccc(Br)s1	3	0	-4	2	-4	38	7	11	0
Cn1c(SCCSc2nnc(-c3ccccc3)n2C)nnc1-c1ccccc1	0	7	0	1	5	-32	-1	21	5
